# Tat transport: inhibitors of E. coli Tat protein transport | E. coli MC4100 TorA-mCherry Tat export, fluorescence | 340,000 tested, 0.036% active | inhibition, % at 10 µM;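 active means mean replicate inhibition at least 50% and at least half of replicates individually reaching 50%; inconclusive means only one of the two criteria met; inactive means neither criterion met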;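 further: exported cargo escapes ClpAP degradation while cytoplasmic cargo is degraded and loses fluorescence; 0% = median of neutral control wells and 100% = median of NaSCN control wells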
# PvdQ inh: P. aeruginosa PvdQ acylase inhibition; purified PvdQ acylase, fluorescence plate reader; inhibition, % at 10 µM; 340,000 tested, 0.063% active; AID 488965; in the data active means inhibition above about 30%, passing the limit was not always enough; inconclusive means no clear call, values can overlap the other calls;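 further: 0% = vehicle neutral wells and 100% = reference inhibitor wells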
# Ecoli viability: counter-screen for AddAB inhibitors: E. coli growth inhibition; inhibition, % at 11.9 µM; 330,000 tested, 0.27% active; AID 449728; E. coli V3065 growth, OD600 absorbance, 18 h;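 active means inhibition above the campaign's mean inhibition across all tested compounds plus 3 SD, cut at about 9.9% in these data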;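 further: uninfected addAB+ strain grown without phage in ampicillin broth; 0% = DMSO wells and 100% = ciprofloxacin 0.95 µg/ml wells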
# Wnt bcat act: Wnt/beta-catenin pathway activation; Wnt/beta-catenin reporter cell assay, activator, plate reader; activation, % at 9.35 µM; 300,000 tested, 1.2% active; in the data active means activation above about 30%, passing the limit was not always enough; inconclusive means no clear call, values can overlap the other calls;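 further: 0% = neutral control wells and 100% = positive control wells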
# PfHsp90 set2: reduces growth (ATP signal) of yeast expressing P. falciparum Hsp90; S. cerevisiae expressing PfHsp90, BacTiter-Glo ATP, 48 h; yeast lacking PDR1 and PDR3 efflux regulators; inhibition, % at 9.4 µM; 310,000 tested, 0.32% active;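 active means every replicate shows inhibition above about 80%, whatever the replicate mean, limit read from the data; inconclusive means mean inhibition reaches the set limit but some replicate falls short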;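 further: 0% = DMSO neutral controls and 100% = 20 µM radicicol positive controls; yeast relying on Plasmodium falciparum Hsp90 in place of its own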
# phage Ecoli inh: E. coli growth loss with phage present; AID 651602; growth absorbance; inhibition, % at 11.9 µM; 360,000 tested, 0.26% active; in the data active means inhibition above about 11%
# Rtt109 HAT inh: inhibitors of Candida albicans Rtt109/Vps75 histone acetyltransferase. Q5AAJ8. purified Rtt109/Vps75, ThioGlo CoA-SH fluorescence, 4 h. inhibition, % at 34.9 µM. 330,000 tested, 0.16% active;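 active means inhibition of at least 50% in every replicate; inconclusive means best replicate reaches 50% inhibition but some replicates fall short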
# Target sequence (Q5AAJ8 whole entry, looked up): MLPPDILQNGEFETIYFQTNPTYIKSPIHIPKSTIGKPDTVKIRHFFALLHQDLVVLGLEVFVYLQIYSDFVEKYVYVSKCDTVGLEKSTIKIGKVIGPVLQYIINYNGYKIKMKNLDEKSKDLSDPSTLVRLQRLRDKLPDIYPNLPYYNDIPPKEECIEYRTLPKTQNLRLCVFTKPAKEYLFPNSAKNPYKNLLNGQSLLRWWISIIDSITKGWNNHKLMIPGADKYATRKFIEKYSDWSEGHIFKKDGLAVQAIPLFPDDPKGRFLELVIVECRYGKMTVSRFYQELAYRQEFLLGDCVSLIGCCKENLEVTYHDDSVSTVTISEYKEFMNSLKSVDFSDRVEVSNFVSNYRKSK
# AddAB inh: less growth of phage-infected E. coli with AddAB | E. coli expressing H. pylori AddAB, absorbance growth | inhibition, % at 11.9 µM | 330,000 tested, 0.29% active | AID 435030; in the data active means inhibition above about 12%;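 further: 0% = vehicle wells of infected cells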
# CAL PDZ inh: blocks peptide binding to human CAL PDZ domain; purified CAL PDZ, TMR-peptide fluorescence polarization, 1 h; inhibition, % at 20 µM; AID 504414; 330,000 tested, 0.02% active;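 active means highest replicate inhibition of at least 40%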;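 further: plate controls were DMSO neutral control wells for no effect and unlabeled competitor peptide control wells for full effect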
#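 System: purified tagged CAL PDZ domain construct (CerCALP). Schedule: 1 h incubation at room temperature before polarization reading. Medium: 25 mM sodium phosphate pH 7.4, 150 mM NaCl, TCEP, IgG, Thesit. Read-out: percent inhibition from loss of millipolarization. Measured by: FP readout, S and P plane fluorescence. Probe or stimulus: fluorescent TMR peptide probe.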
# DAGLB inhibitor: diacylglycerol lipase beta (human) inhibition. 340,000 tested, 0.059% active. inhibition, % at 5.17 µM. Q8NCG7. AID 504411. HEK293T DAGLB membrane lysate, EnzChek fluorogenic substrate; in the data active means inhibition above about 34%;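 further: 0% = enzyme with vehicle and 100% = wells lacking enzyme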
# Target sequence (Q8NCG7 whole entry, looked up): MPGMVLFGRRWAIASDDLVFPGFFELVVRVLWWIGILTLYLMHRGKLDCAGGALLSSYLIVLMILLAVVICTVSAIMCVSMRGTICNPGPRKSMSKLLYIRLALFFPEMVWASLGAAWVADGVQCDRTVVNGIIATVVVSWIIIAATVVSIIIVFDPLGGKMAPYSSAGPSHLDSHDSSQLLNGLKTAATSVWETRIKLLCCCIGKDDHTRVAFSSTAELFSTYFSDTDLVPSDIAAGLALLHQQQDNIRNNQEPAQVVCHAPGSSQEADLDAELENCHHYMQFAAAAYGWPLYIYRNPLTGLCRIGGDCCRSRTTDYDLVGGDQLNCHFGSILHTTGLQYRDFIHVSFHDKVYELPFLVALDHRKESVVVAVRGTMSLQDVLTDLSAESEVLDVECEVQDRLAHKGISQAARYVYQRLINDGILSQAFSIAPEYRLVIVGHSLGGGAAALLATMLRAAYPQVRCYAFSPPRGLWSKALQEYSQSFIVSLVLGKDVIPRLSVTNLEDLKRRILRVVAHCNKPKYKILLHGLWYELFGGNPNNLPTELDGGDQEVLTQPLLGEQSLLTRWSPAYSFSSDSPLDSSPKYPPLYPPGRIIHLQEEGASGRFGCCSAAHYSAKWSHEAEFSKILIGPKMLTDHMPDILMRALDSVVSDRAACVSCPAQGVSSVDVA
# * marks the source's active call; other numbers are inactive results; ? = inconclusive; nt = not tested or not shown.
entry	structure	Tat transport	PvdQ inh	Ecoli viability	Wnt bcat act	PfHsp90 set2	phage Ecoli inh	Rtt109 HAT inh	AddAB inh	CAL PDZ inh	DAGLB inhibitor
1	Cc1ccc(Sc2ccc(N)cc2C#N)cc1	-3.5	-11.5	3.2	nt	nt	1.2	2.8	5.5	0.2	3.6
2	Cc1cc(C)c(NC(=O)NC(=O)C(Cl)(Cl)Cl)c(C)c1	-3.8	-12.8	-2.0	-2.5	14.5	2.3	0.1	-1.9	-0.7	-1.0
3	Clc1cncc(Cl)c1N/N=C/c1ccccc1	13.0	0.3	-0.1	2.1	-29.7	3.6	3.7	1.7	-1.1	-2.2
4	CC(=O)c1sc2nc(C)c3c(c2c1N)CCCC3	nt	nt	3.6	9.3	nt	1.9	nt	5.2	nt	nt
5	COCC(=O)Nc1cc(C(=O)Nc2cccc(C)c2C)ccc1Cl	-1.7	-11.7	-3.5	9.0	nt	1.6	-3.7	2.3	-3.5	-0.7
6	COCCCn1c(=O)c2ccccc2n(Cc2cccc(C)c2)c1=O	-20.9	-23.4	-1.1	0.0	3.8	0.9	-3.0	3.2	0.1	13.3
7	O=C(NCc1ccco1)C1CC(=O)N(c2ccc(O)cc2)C1 (stereo unspecified)	-5.4	4.7	-0.4	0.6	19.0	2.6	3.7	3.6	0.2	1.4
8	COc1ccc(NC(=O)COC(=O)CCc2ccccc2)c(OC)c1	-5.4	1.8	1.1	0.3	-9.8	1.9	19.5	1.4	-1.3	-10.4
9	N#C/C(=C\c1ccc(N2CCOCC2)o1)C(=O)NCC1CCCO1 (stereo unspecified)	-1.7	-2.8	-2.5	-0.7	-8.6	5.6	6.7	-0.5	-2.7	-2.0
10	CCSc1nnc(NC(=O)c2nc(S(=O)(=O)Cc3ccc(F)cc3)ncc2Cl)s1	-7.9	-11.6	0.9	-5.7	9.0	2.7	-16.1	3.1	-1.5	10.1
11	Cc1cc(C)n(-c2ccc(S(N)(=O)=O)cc2[N+](=O)[O-])n1	-1.9	-8.3	-3.9	1.5	-5.0	-0.3	0.7	1.5	-0.5	1.6
12	CCCCCCCC1(C)NC(=O)N(CC(=O)Nc2cc(C)on2)C1=O (stereo unspecified)	-4.1	-4.0	-1.0	-1.7	-5.9	6.7	7.9	-1.3	-0.7	0.3
13	Cc1nnc(SCC(=O)N2CCc3ccccc3C2)n1-c1ccccc1	-3.1	4.1	0.1	nt	nt	2.5	-1.4	0.5	-0.7	-2.6
14	CCOC(=O)CSc1nnc(-c2ccco2)n1-c1ccccc1	0.6	-2.6	-2.9	-0.7	25.3	1.7	6.3	-2.1	-2.7	0.1
15	CCOC(=O)c1ccc(NC(=O)CSc2nc3c(c(=O)n2C)SC(C)C3)cc1 (stereo unspecified)	1.6	-10.5	-2.3	-4.7	-50.0	2.1	4.4	0.8	-1.8	0.5
16	Cc1onc(-c2ccccc2)c1C(=O)c1c[nH]c(C(=O)NCc2ccncc2)c1	-8.0	-6.7	-0.3	2.4	8.1	2.5	-5.7	1.1	-2.4	-0.3
17	Cc1nnc(-c2cnn(C)c2N)n1Cc1ccc(Cl)cc1	-2.3	1.5	-0.8	nt	2.6	2.4	6.4	-0.7	-2.5	0.2
18	CN1CCS/C1=C\C=C1/SC(=S)N(CC(=O)O)C1=O	-8.6	5.4	nt	-0.5	6.0	2.0	17.3	nt	0.2	-23.9
19	CCN(Cc1nc2ccccc2c(=O)[nH]1)Cc1cc(=O)oc2cc(OC)ccc12	3.7	-3.8	0.9	-1.1	18.1	-1.2	1.3	0.4	-1.3	-2.3
20	O=C1O/C(=C\c2ccccc2)c2ccccc21	-5.5	3.7	0.3	0.8	6.7	4.9	12.6	2.7	-2.4	-8.9
21	O=C(NCc1cccs1)C(=O)NCC(c1ccco1)N1CCN(c2ccc(F)cc2)CC1 (stereo unspecified)	3.7	-4.3	0.4	-2.1	9.4	0.6	6.6	-0.8	0.1	-0.1
22	CCN(CC)CCCNC(=O)c1cc2c(=O)n(CC)c3ccccc3c2s1	-4.0	-20.2	1.8	3.7	9.5	-2.1	3.8	-1.1	-1.5	0.4
23	COc1ccc(-c2nc(CS(=O)(=O)CC(=O)NCc3ccccc3OC)c(C)o2)cc1	5.1	-1.1	-0.7	-1.9	18.9	0.7	nt	2.7	-2.2	-4.5
24	Cc1cccc(C)c1NC(=O)CN(C)C(=O)c1cc([N+](=O)[O-])ccc1N1CCOCC1	6.2	-1.9	1.3	-1.0	32.9	1.8	3.9	0.8	-0.8	1.4
25	COc1ccccc1NC(=O)N(CCCN1CCOCC1)Cc1cc2cc3c(cc2[nH]c1=O)OCO3	2.2	-11.7	2.2	nt	-0.8	1.0	-3.2	3.4	-0.5	1.1
26	CN(C(=O)c1cccc(NC(=O)Cc2cccc([N+](=O)[O-])c2)c1)C1CCC1	1.8	-7.8	0.2	2.5	-19.2	3.6	-9.5	1.7	0.5	1.0
27	COc1cccc(OCc2nc3ccccc3[nH]2)c1	-11.9	-2.1	-1.9	10.9	15.3	2.7	1.2	-3.0	0.2	-4.8
28	O=C(CCCN1C(=O)c2ccccc2C1=O)Nc1ccc(S(=O)(=O)N2CCCCC2)cc1	-5.9	-5.1	1.6	5.4	7.4	2.3	3.1	1.8	0.0	-6.4
29	O=C(N/N=C/c1ccccc1O)c1cc[n+]([O-])cc1	-10.1	2.4	-3.7	-2.0	-41.6	-2.0	2.2	1.5	0.6	-7.6
30	O=C1CC(=O)CC(c2ccco2)C1	2.2	8.3	-0.7	nt	1.5	1.9	6.5	1.7	0.3	8.8
31	O=C(NCc1cccs1)c1csc2ccccc12	19.6	-6.2	0.8	0.1	nt	nt	2.4	-1.2	-0.6	-4.3
32	O=C(c1cc([N+](=O)[O-])ccc1N1CCOCC1)N1CCCCC1	-2.3	-11.2	-1.2	nt	-2.6	5.8	-6.1	-1.4	-2.0	-0.4
33	CC(=O)c1cccc(CN2CCN(CC(C)C)C(CCO)C2)c1 (stereo unspecified)	-9.7	-4.0	-1.1	15.0	8.5	5.0	nt	2.0	-2.5	-2.5
34	CCOC(=O)c1c(NC(=O)CSc2nnc(N)s2)sc(C)c1-c1ccc(C)cc1	3.6	-22.0	-0.3	-4.6	-18.5	5.5	-4.8	0.5	-0.2	5.3
35	Cc1ccc(NC(=O)CN(C)CC(=O)N(C)Cc2ccccc2)cc1	1.3	-9.9	-1.8	4.5	-7.7	2.0	-9.0	0.3	-1.1	-0.2
36	COc1ccc(S(=O)(=O)N2CCN(c3ccccc3)CC2)cc1C(=O)N1CCCC1	1.5	-9.0	3.7	-2.6	2.3	1.2	3.4	3.2	-2.3	0.8
37	O=S(=O)(c1ccc(Br)s1)N1CCNCC1	1.3	-3.8	3.1	0.6	7.7	1.3	-3.8	2.8	-1.3	-0.3
38	COc1cccc(Nc2nc(-c3sc(NC(=O)c4ccccc4)nc3C)cs2)c1	1.1	-9.4	-1.0	1.9	14.0	1.0	-5.6	2.1	-5.8	4.5
39	C=COCCNC(=O)C1CC(=O)N(c2ccc(C)cc2)C1 (stereo unspecified)	6.1	-2.9	0.0	nt	-2.7	2.6	5.9	0.2	-0.7	0.5
40	Cc1ccc(S(=O)(=O)N2CCC(C(=O)OCC(=O)N3CCc4ccccc43)CC2)cc1	-8.6	-3.6	-0.4	nt	-3.3	2.1	-2.3	-0.2	-3.9	-1.7
41	Cc1ccc2[nH]c(=O)c(CN(Cc3cccs3)C(=S)NCc3ccco3)cc2c1	-3.5	16.5	-2.4	-4.3	11.4	1.8	1.6	0.1	-1.0	14.0
42	CN(C)/C=N/c1[nH]ncc1C#N	2.4	8.5	-4.1	0.8	0.1	1.6	21.0	4.9	-0.5	nt
43	C=C(CCO)C1=CCN(S(=O)(=O)C(C)(C)C)[C@H]1CCO	0.0	-3.3	nt	-1.2	31.5	-0.1	-2.2	nt	-0.1	3.7
44	O=C(COC(=O)c1ccccn1)Nc1ncc(C(F)(F)F)cc1Cl	-3.6	-6.3	0.3	nt	1.7	0.5	-2.3	1.6	nt	1.9
45	COc1cc(CNCc2cccs2)ccc1OCC(=O)NC(C)(C)C	-3.3	-14.9	-1.2	nt	-14.0	0.6	-4.1	3.6	-0.3	5.7
46	[O-][n+]1c2c(nn1-c1ccccc1Cl)-c1nonc1CC2	8.6	-10.9	3.7	nt	19.3	-0.3	0.4	-0.3	-1.1	2.9
47	Cn1cccc1C(=O)NCC1COc2ccccc2O1 (stereo unspecified)	-1.3	-3.3	nt	?	nt	3.3	-7.8	nt	-2.1	0.4
48	CC(C)(CC(=O)O)CC(=O)N1CCN(c2nc3cc(Cl)ccc3s2)CC1	-4.6	-19.2	-0.5	nt	-42.7	nt	4.5	0.0	0.3	-1.2
49	CC(/C=N/n1c(-c2cccnc2)n[nH]c1=S)=C\c1ccccc1	-1.0	5.3	-0.9	-8.3	6.3	2.8	-1.2	1.6	-1.3	2.4
50	Oc1c(N=NC(=S)Nc2ccccc2F)c2ccccc2n1Cc1ccccc1	5.7	-7.0	-2.9	-2.1	-40.9	-0.2	-1.5	-2.5	1.1	3.9

# Continuation:
entry	structure	Tat transport	PvdQ inh	Ecoli viability	Wnt bcat act	PfHsp90 set2	phage Ecoli inh	Rtt109 HAT inh	AddAB inh	CAL PDZ inh	DAGLB inhibitor
51	CCOc1ncccc1C(=O)NCC(c1ccccc1)N(C)C (stereo unspecified)	0.2	-4.0	2.3	2.3	4.0	2.6	2.6	4.4	-1.2	-0.9
52	O=C(O)C1CCCN1S(=O)(=O)c1ccc2[nH]c(=O)c(=O)[nH]c2c1 (stereo unspecified)	-9.8	-3.2	0.8	nt	26.6	0.9	2.3	5.0	0.6	-0.2
53	O=S(=O)(NCc1ccc2c(c1)OCO2)c1ccc(Cl)s1	4.0	-1.8	2.9	1.9	10.3	4.0	-4.6	3.8	-1.6	-0.3
54	COc1ccccc1NC(=O)COC(=O)COc1ccccc1F	11.2	-9.1	-0.1	3.7	17.8	0.0	-1.9	3.6	-0.6	-3.7
55	Nc1n[nH]c(N)c1N=Nc1ccccc1	-0.1	-2.3	3.2	0.8	0.3	2.6	-1.9	-1.0	-0.5	1.4
56	COc1ccc(OCc2cccc(C(=O)Nc3ccc(CN4CCCCC4)cc3)c2)cc1	5.4	-8.4	-0.3	24.0	-10.6	4.1	-1.5	0.7	-2.7	0.2
57	N#Cc1nc(Cc2cccc3ccccc23)oc1N1CCOCC1	5.6	7.5	3.4	-2.5	nt	nt	-4.5	2.9	0.2	-3.6
58	O=C(CSc1nc2nc(-c3cccs3)cc(C(F)(F)F)c2c(=O)[nH]1)Nc1c(F)c(F)c(F)c(F)c1F	0.1	5.2	0.8	-0.3	nt	1.2	12.2	-0.3	-2.5	9.9
59	O=C1NC[C@H](c2ccccc2)N(CCc2cc(C(F)(F)F)cc(C(F)(F)F)c2)C1=O	2.7	-17.0	-3.8	1.0	-5.1	1.9	11.8	0.3	-1.1	-4.6
60	CCOC(=O)C1(CC2CCCCO2)CCN(Cc2ccccc2-c2ccco2)CC1 (stereo unspecified)	-0.9	-10.4	2.1	-0.6	-24.5	0.0	-4.2	2.4	-2.8	-2.4

# Screens (PubChem BioAssay)
